High-throughput results (PubChem BioAssay)
GSK3B inh = blocks human GSK3beta kinase activity; GST-GSK3beta kinase, ADP-Glo luminescence, 60 min; active compounds read low; activity score (negative = inhibition), % at 10 µM; 0.038% of 300,000 active;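 active = more than half of replicate wells score below -50%, meaning over 50% inhibition versus plate controls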;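 also: 0% = median DMSO wells and -100% = median GW8510 positive control wells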
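Test system – GST-tagged human GSK3beta kinase, cell-free · Incubation – 60 min enzyme reaction, room temperature · Signal – ADP-Glo luminescence · Also added – peptide substrate and ATP at 25 µM · Controls – DMSO neutral wells and GW8510 at 20 µM as positive · Buffer or medium – Tris/MgCl2 kinase buffer · Measure – Luminescence-derived activity versus plate DMSO and GW8510 wells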
KCNQ1 act = potentiates or activates the human KCNQ1 potassium channel. P51787. CHO-K1 KCNQ1, thallium flux FluxOR fluorescence; active compounds read high. B-score at 10 µM. 0.35% of 310,000 active. AID 2648;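 active = fluorescence ratio B-score, a plate-corrected score, at least three library SD, with initial intensity B-score within 5 SD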
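Test system: CHO-K1 cells stably expressing KCNQ1 / Medium: assay buffer / Also added: depolarizing K+/Tl+ stimulus, K2SO4 and Tl2SO4 each 12.5 mM in 5x stock / Incubation: 90 min dye loading and 20 min compound exposure, both at room temperature / Signal: thallium influx via FluxOR fluorescence, kinetic imaging / Evaluation: B score of baseline-normalized fluorescence ratio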
KCNK9 inh = blocks the human KCNK9 two-pore domain potassium channel; HEK293 KCNK9, FluxOR thallium flux fluorescence; active compounds read low; Q9NPC2; 1.2% of 310,000 active; AID 488922; B-score at 10 µM;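 active = ratio B-score over 3 SD below the library mean, with starting fluorescence within 5 SD of its mean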;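 also: negative B-score means less thallium flux so channel inhibition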
RGS4 inh = human RGS4 inhibition; P49798; HEK293 M3R/RGS4 inducible, Fluo-4 calcium flux; active compounds read high; triggered by carbachol at its EC20; B-score at 10 µM; 0.45% of 310,000 active; AID 463165;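 active = B-score, a plate-corrected calcium signal, over three deviations above library mean, with baseline fluorescence within five deviations of library mean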;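 also: RGS4 expression induced by doxycycline in cells with stable M3 receptor; B-score is computed from the integrated fluorescence ratio over baseline after carbachol; higher B-score means a larger calcium signal and so more RGS4 inhibition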
Target sequence (P49798 whole entry, looked up): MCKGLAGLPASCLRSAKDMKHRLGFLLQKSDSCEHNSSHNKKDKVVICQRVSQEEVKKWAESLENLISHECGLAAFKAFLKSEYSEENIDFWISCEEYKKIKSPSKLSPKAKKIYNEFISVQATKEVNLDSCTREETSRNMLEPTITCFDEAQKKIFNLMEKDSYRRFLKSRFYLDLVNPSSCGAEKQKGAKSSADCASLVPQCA
Dyrk1A ADPGlo = blocks rat Dyrk1A kinase activity | Q63470 | ADP-Glo luminescence, NFATc1 peptide | inhibition, % at 12.5 µM | 0.43% of 310,000 active; in the data active = inhibition above about 50%;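 also: plate controls were vehicle with enzyme for no effect and no enzyme for full effect; many of its hits are not listed in these tables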
KCNK3 inh = human KCNK3 channel inhibition, primary screen. B-score at 10 µM. CHO-KCNK3 thallium flux, FluxOR fluorescence; active compounds read low. O14649. 0.84% of 340,000 active;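 active = B-score under library mean minus 4 SD, starting fluorescence ratio at most library mean plus 5 SD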;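 also: more negative B-score means stronger inhibition of thallium flux through KCNK3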
Target sequence (O14649 whole entry, looked up): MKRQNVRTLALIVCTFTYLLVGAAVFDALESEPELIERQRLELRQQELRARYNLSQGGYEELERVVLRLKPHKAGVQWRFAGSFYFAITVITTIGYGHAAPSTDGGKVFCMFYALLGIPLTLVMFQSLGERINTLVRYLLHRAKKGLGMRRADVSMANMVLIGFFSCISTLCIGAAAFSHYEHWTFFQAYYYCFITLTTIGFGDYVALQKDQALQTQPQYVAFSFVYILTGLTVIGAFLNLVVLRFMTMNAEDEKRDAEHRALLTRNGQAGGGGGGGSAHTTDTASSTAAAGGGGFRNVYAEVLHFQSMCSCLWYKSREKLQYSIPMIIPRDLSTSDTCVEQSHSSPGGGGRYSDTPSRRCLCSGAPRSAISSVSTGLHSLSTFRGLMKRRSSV
GSK3A inh = human GSK-3 alpha kinase inhibition; inhibition, % at 10 µM; ADP-Glo luminescence, 60 min; P49840; 0.1% of 320,000 active;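 in the data active = inhibition above about 50%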;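 also: GST-tagged GSK-3 alpha with peptide substrate and 25 µM ATP; 0% = DMSO neutral wells and 100% = GW8510 positive control wells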
Target sequence (P49840 whole entry, looked up): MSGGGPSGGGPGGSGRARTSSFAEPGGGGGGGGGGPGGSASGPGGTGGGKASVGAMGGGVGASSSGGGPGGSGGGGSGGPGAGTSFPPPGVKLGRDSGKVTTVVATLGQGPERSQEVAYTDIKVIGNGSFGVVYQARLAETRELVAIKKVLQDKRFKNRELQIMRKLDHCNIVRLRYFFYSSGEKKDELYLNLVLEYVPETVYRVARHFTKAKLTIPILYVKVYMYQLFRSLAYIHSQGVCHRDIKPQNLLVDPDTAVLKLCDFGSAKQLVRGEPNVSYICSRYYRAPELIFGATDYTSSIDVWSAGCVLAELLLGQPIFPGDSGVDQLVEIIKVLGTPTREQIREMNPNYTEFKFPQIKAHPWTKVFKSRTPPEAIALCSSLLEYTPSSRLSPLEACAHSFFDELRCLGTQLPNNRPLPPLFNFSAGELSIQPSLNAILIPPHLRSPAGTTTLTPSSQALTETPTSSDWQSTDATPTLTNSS
hERG protect = shields human hERG channel from block by proarrhythmic agents; CHO-hERG, FluxOR thallium flux, dofetilide IC70 present; 0.51% of 310,000 active; Q12809; activation (rescue from dofetilide block), less the hit threshold, % at 10 µM;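 active = activation above the mean of controls blocked by dofetilide plus 5 SD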;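 also: thallium influx through hERG after potassium depolarization seen as dye fluorescence rise; in these data hits start at about 4.7%; inactives centre near -7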
KCNQ1 block = human KCNQ1 channel inhibition. P51787. CHO-K1 KCNQ1, FluxOR thallium flux fluorescence; active compounds read high. B-score at 10 µM. 1.3% of 310,000 active;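 active = compounds whose thallium flux B-score, printed positive for inhibition, exceeds three library SD while starting fluorescence stays within three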;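 also: channel opened by potassium depolarization with thallium stimulus after 20 min compound exposure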
RGS4 pot = potentiators or activators of RGS4; HEK293 M3R/inducible RGS4, carbachol calcium flux Fluo4; active compounds read low; B-score at 10 µM; 0.92% of 310,000 active; AID 463111;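 active = B-score of the integrated calcium signal more than 4 SD below the library mean, with starting fluorescence not abnormally high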;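 also: negative B-score means reduced calcium response which marks RGS4 activation or potentiation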
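System: HEK293 FlpIn-TREx cells, stable M3R, doxycycline-inducible RGS4. Timing: overnight RGS4 induction, 30 min dye load 37 °C, 20 min compound RT. Also added: carbachol, ECmax concentration. Measured by: Fluo4 fluorescence kinetic imaging of calcium. Evaluation: integrated calcium ratio converted to B score.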
PolyA inh = yeast polyadenylation inhibition; S. cerevisiae SKY197-pL101 polyadenylation reporter, beta-gal luminescence; efflux-impaired pdr1/pdr3 knockout yeast; score 100 = 6 SD above DMSO; AID 1875; 0.02% of 300,000 active; calls only at 12 µM;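 active = lowest replicate activity score at least 50, where 100 means six control SD above control mean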;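 also: yeast exposed to compound for 9 h at 30 °C; higher score means more reporter readthrough which indicates perturbed polyadenylation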
An asterisk follows results filed as active; i = inactive; . = no result given. These rows are one share of the data; count on the stated rates, not on these rows.

SMILES	GSK3B inh	KCNQ1 act	KCNK9 inh	RGS4 inh	Dyrk1A ADPGlo	KCNK3 inh	GSK3A inh	hERG protect	KCNQ1 block	RGS4 pot	PolyA inh
COc1ccc(C(=O)n2nc(-c3ccc(C)cc3)nc2N)cc1OC	0	i	i	i	6	i	0	1	i	i	i
O=C(c1ccc(F)cc1)N1CCCC(c2nc(-c3cccs3)no2)C1 (stereo not given)	0	i	i	i	1	i	-1	-19	i	i	i
CCN(CC)CCN1C(=O)C(=O)/C(=C(/O)c2ccc(S(=O)(=O)N3CCOCC3)cc2)C1c1ccc(C(C)C)cc1 (stereo not given)	1	i	i	i	-1	i	0	-8	i	i	i
CCCC(C(=O)NCC1CCCO1)N(C(=O)CNS(=O)(=O)c1ccccc1)c1ccc(F)cc1 (stereo not given)	2	i	i	i	9	i	0	-5	i	i	i
O=C1[C@H]2C(c3ccccc3)=NN(c3ccccc3)[C@H]2C(=O)N1c1ccccc1	-4	i	i	i	-12	i	-2	-23	i	i	i
O=C(CSc1nc(N2CCOCC2)nc(N2CCOCC2)n1)Nc1cccc(C(F)(F)F)c1	-1	i	i	i	-4	i	-1	-9	i	i	i
CCOC(=O)C1CCN(S(=O)(=O)c2ccc3c(c2)CC(C)N3C(=O)C2CC2)CC1 (stereo not given)	4	i	i	i	2	i	0	-8	i	i	i
COc1cccc(CNC(=O)CCNS(=O)(=O)c2ccc3[nH]c(=O)oc3c2)c1	-2	i	i	i	.	i	.	-10	i	i	i
C=CCN1C(=O)C2(NNc3ccccc3O2)c2ccccc21 (stereo not given)	4	i	i	i	0	i	-2	-9	i	i	i
CN(CC(=O)N1CCN(c2ccccc2)CC1)S(=O)(=O)c1cccs1	-5	i	i	i	-1	i	0	-7	i	i	i
Cc1noc(NS(=O)(=O)c2ccc(NC(=O)C(C)C)cc2)c1C	.	i	i	i	-1	i	-5	-4	i	i	i
CCOC(=O)c1ccc(NC(=S)Nc2ccc(C)cc2)cc1	1	i	i	i	-4	i	-1	-16	i	i	i
NC1=NC[C@H](Cc2ccc(O)cc2)N1CCC12CC3CC(CC(C3)C1)C2	-5	i	i	i	10	i	9	-11	i	i	i
CC(=O)N1NC(=Nc2ccccc2)SC1(C)C	1	i	i	i	.	i	-1	-17	i	i	i
N#C/C(=C\c1ccc(C#N)cc1)C(=O)c1ccccc1	0	i	i	i	-16	i	6	-9	i	i	i
CC(O)C(NS(=O)(=O)c1ccc(Cl)cc1)C(=O)OCc1cc([N+](=O)[O-])cc2c1OCOC2 (stereo not given)	1	i	i	i	8	i	-1	-1	i	i	i
COc1ccc(S(=O)(=O)N(C)CC(=O)NCCN2CCOCC2)cc1Cl	-2	i	i	i	-3	i	-1	-6	i	i	i
O=C(N/N=C1\CCSC1)c1cc(Cl)ccc1O	-2	i	i	i	6	i	-6	-4	i	i	i
C=CCN1C(=O)/C(=C\c2cccc(OC(=O)c3ccco3)c2)SC1=S	3	i	i	i	2	i	-1	-10	i	i	i
CN(C)c1ccc(NC(=O)c2sc(SCC(=O)Nc3nccs3)nc2N)cc1	4	i	i	i	-3	i	0	-5	i	i	i
CC(C)c1ccc(NC(=O)CSc2nc(=O)n(CCN3CCOCC3)c3c2CCC3)cc1	-2	i	i	i	11	i	-2	-13	i	i	i
C(=N\Nc1cc(N2CCCCC2)ncn1)/c1ccco1	-1	i	i	i	1	i	14	-4	i	i	i
Cc1ncc(CSc2nc3ccccc3[nH]2)c(N)n1	-1	i	i	i	3	i	2	-5	i	i	i
Cc1ccc(S(=O)(=O)N2CCC(=O)CC2)cc1	-2	i	i	i	-4	i	-1	-3	i	i	i
CC(NC(=O)Nc1ccc2c(c1)OCO2)C1CCCO1 (stereo not given)	-3	i	i	i	11	i	-3	-13	i	i	i

Going on with the list.
SMILES	GSK3B inh	KCNQ1 act	KCNK9 inh	RGS4 inh	Dyrk1A ADPGlo	KCNK3 inh	GSK3A inh	hERG protect	KCNQ1 block	RGS4 pot	PolyA inh
CS(=O)(=O)Nc1ccc(C2=NN(C(=O)c3cccc(F)c3)C(c3cccs3)C2)cc1 (stereo not given)	3	i	i	i	2	i	-1	-11	i	i	i
CCN1CCN(CCCCOc2ccccc2F)CC1	0	i	i	i	-5	i	-1	-6	i	i	i
CCCCNC(=O)C1CCC(CNS(=O)(=O)c2c(C)cc(C)cc2C)CC1 (stereo not given)	-4	i	i	i	-2	i	-1	-3	i	i	i
CCCn1nc(NC(=O)c2cccs2)c2cc3cc(C)ccc3nc21	-4	i	-7.1*	i	0	i	-1	-19	i	i	i
Cc1ccc(-c2nnc(CSc3nnc(COc4ccccc4)n3-c3ccccc3)o2)cc1	2	i	i	i	5	i	1	-16	i	i	i
CC(=O)N1CCC(=NNC(=O)CSc2cc(C)c(Br)cc2C)CC1	0	i	i	i	-5	i	-2	-5	i	i	i
CC(C)Sc1nc2ccccc2n1CC(=O)NCc1ccc2c(c1)OCO2	1	i	i	i	2	i	0	-14	i	i	i
O=C(N/N=C/c1ccccc1C(=O)O)c1ccc(COc2cccc3cccnc23)cc1	3	i	i	i	.	i	-5	-9	i	i	i
Cc1cccc2cc(CN(CCN3CCCC3)C(=O)NC3CCCCC3)c(=O)[nH]c12	-19	i	i	i	0	i	-3	-10	i	i	i
CCOC(=O)Cn1nc(C)n(-c2ccc(C)cc2)c1=O	-3	i	i	i	5	i	1	-10	i	i	i
Cc1ccc(S(=O)(=O)N(C)c2ccc(C(=O)Nc3ccccn3)cc2)cc1	1	i	i	i	7	i	-2	-17	i	i	i
CCCCn1c(N)c(N(CC)C(=O)Cc2ccc(S(=O)(=O)N3CCOCC3)s2)c(=O)[nH]c1=O	2	i	i	i	9	i	0	-13	i	i	i
Cc1cc(F)ccc1S(=O)(=O)N1CCCOC1CNC(=O)C(=O)NC1CC1 (stereo not given)	0	i	i	i	-6	i	1	-4	i	i	i
O=S(=O)(/N=C(/Nc1cc(N2CCOCC2)ncn1)c1ccccc1)c1ccccc1	0	i	i	i	-6	i	1	-6	i	i	i
O=C(O)c1c[nH]c2cc(C(F)(F)F)ccc2c1=O	4	i	i	i	9	i	1	-2	i	i	i
COc1ccc2cc(CCNC(=O)c3ccco3)c(=O)[nH]c2c1	2	i	i	i	1	i	-1	-9	i	i	i
COc1ccc(C(=O)NC2CCN(CC(=O)Nc3c(C)cccc3C)CC2)cc1OC	0	i	i	i	1	i	-1	-7	i	i	i
CC(=O)c1cccc(N2C(=NC(=O)C3CC3)SC3CS(=O)(=O)CC32)c1 (stereo not given)	1	i	i	i	1	i	10	-6	i	i	i
O=c1c2ccccc2nc(SCc2cccc(F)c2)n1Cc1ccco1	1	i	-16*	i	-4	i	1	-14	i	i	i
COc1ccccc1N1CCN(C(=O)CCC(=O)Nc2nnc(CC(C)C)s2)CC1	-2	i	i	i	1	i	0	-5	i	i	i
CCOC(=O)C1=C(C)Nc2ccccc2N=C1NC(=O)/C=C/c1ccc(OC)cc1OC	0	i	i	i	.	i	-1	-17	i	i	i
O=C(OCc1nnc(-c2ccccc2)o1)c1cn(-c2ccccc2)nc1-c1ccccc1	2	i	i	i	-6	i	-1	-2	i	i	i
O=C(c1cc(-c2ccccc2O)on1)N1CCCCCC1	2	i	i	i	0	i	-3	-2	i	i	i
CN1C(=O)C(C)(C)c2cc(S(=O)(=O)N3CCC(C(=O)NCc4ccc(Cl)cc4)CC3)ccc21	1	i	i	i	-5	i	-2	-7	i	i	i
CS/C(=N\NC(N)=O)c1ccccc1	-6	i	i	i	6	i	-1	-8	i	i	i

Next section:
SMILES	GSK3B inh	KCNQ1 act	KCNK9 inh	RGS4 inh	Dyrk1A ADPGlo	KCNK3 inh	GSK3A inh	hERG protect	KCNQ1 block	RGS4 pot	PolyA inh
Cc1ccc(C(C(=O)NCC2CCCO2)N(C(=O)c2snc(C(N)=O)c2N)c2ccc(C)c(C)c2)o1 (stereo not given)	5	i	i	i	1	i	-4	-4	i	i	i
O=C(N/C(=C/c1cn(-c2ccccc2)nc1-c1ccccc1)C(=O)N1CCOCC1)c1ccc(Cl)cc1Cl	2	i	i	i	5	i	-2	-2	i	i	i
Cc1cc(C)n(CC(=O)Nc2ccc3c(c2)OCO3)c(=O)c1C#N	2	i	i	i	7	i	.	-10	i	i	i
COc1ccc(C(=O)/C(C#N)=N/Nc2ccc([N+](=O)[O-])cc2)cc1	-1	i	i	i	-8	i	-1	-10	6*	i	i
C=CCn1c(SCc2cc(=O)n3ccsc3n2)nc2sc(C)c(C)c2c1=O	-1	i	i	i	.	.	-5	-13	i	i	i
CCOc1ccccc1C(=O)Nc1nnc(C(C)C)s1	0	i	i	i	11	i	-1	-9	i	i	i
O=S(=O)(Nc1ccccc1Cl)c1ccc(F)cc1	1	i	i	i	-5	i	-3	-5	i	i	i
O=C(c1cccc([N+](=O)[O-])c1)c1ccc2c(c1)OCCOCCOCCOCCO2	5	i	i	i	.	i	-1	-7	i	i	i
CCn1c(CCn2c3ccccc3c3ccccc32)n[nH]c1=S	1	i	i	i	6	i	-1	-3	i	i	i
COc1cc(/C=C2\SC(=O)N(Cc3ccc(F)cc3)C2=O)cc([N+](=O)[O-])c1O	1	i	i	i	4	i	.	-15	i	i	i
Cc1cc(C)cc(NC(=O)C/C(N)=N/O)c1	2	i	i	i	-4	i	-3	-5	i	i	i
CCOC(=O)c1c(C)n(C)c2ccc(OC)c(NC(=O)CN3CCC(C(=O)OCC)CC3)c12	1	i	i	i	.	i	1	0	i	i	i
Cc1cccc(/C=N/c2sc3c(c2C#N)CCN(Cc2ccccc2)C3)c1O	2	i	i	i	0	i	-2	-9	i	i	i
O=C(Nc1ccc2nc(-c3ccccn3)c(-c3ccccn3)nc2c1)N1CCOCC1	0	i	i	i	-6	i	2	-4	i	i	i
Cc1cccc(C2N(c3nccs3)C(=O)C3CCCN32)c1 (stereo not given)	5	i	i	i	0	i	-1	-12	i	i	i
